TRPV1 ag = human TRPV1 agonism | Q8NER1 | TRPV1-expressing cells, Fluo-8 calcium influx, agonist mode | activation, % at 8.33 µM | 320,000 compounds, 0.19% hits | AID 540275; in the data active = activation above about 80%; inconclusive = between about 30% and that limit; also: 0% is about no effect
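TRPV1-expressing cells were cultured overnight at 35.5C and loaded with Fluo-8 calcium dye for 40 to 90 min at room temperature. After a 10 s baseline, compound was added and calcium influx was read kinetically for 3 min (ex 480/em 520 nm).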
USP2a block = USP2a (human) protease inhibition. 330,000 compounds, 0.01% hits. USP2 core, Ub-CHOP2 coupled fluorogenic reporter, 485/531. O75604. Potency, µM (highest dose often 38.3 µM), for the others: top-dose activity change, negative = inhibition, most hits filed as inhibitors;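 also: potency is read from the fitted curve at half-maximal effect; plate controls were DMSO wells for no effect and full inhibition by NEM control for full effect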
Target sequence (O75604 whole entry, looked up): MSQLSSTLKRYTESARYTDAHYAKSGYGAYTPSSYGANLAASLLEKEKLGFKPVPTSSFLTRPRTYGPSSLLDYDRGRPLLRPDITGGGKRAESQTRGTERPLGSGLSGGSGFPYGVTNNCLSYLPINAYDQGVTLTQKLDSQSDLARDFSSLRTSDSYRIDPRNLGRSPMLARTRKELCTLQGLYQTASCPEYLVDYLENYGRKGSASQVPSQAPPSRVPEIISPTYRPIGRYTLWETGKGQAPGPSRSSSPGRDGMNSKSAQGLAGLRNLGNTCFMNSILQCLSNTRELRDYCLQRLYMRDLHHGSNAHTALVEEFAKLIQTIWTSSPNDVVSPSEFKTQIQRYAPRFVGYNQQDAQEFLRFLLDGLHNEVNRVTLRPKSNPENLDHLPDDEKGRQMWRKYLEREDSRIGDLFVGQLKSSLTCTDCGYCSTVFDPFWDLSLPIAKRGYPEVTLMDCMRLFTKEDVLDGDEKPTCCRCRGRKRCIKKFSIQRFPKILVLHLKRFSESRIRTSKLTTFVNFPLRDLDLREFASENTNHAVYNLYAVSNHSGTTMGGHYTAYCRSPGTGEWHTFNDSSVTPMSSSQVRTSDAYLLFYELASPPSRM
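Deubiquitinase activity read as fluorescence (485/531 nm) after Ub-CHOP2 cleavage activates the enterokinase reporter on its substrate; USP2 core 10nM, Ub-CHOP2 and substrate 25nM each, 30min compound preincubation then 60min RT; data normalized to NEM, curves fitted.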
B2AR arrestin = beta2AR (human) beta-arrestin recruitment activity; Potency, µM (titrated, usually from 46.1 µM), inactives show at the highest dose activation, hits mostly activators; beta-arrestin recruitment to beta2AR, cell-based reporter; 330,000 compounds, 0.02% hits; P07550;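 also: potency is read from the fitted curve at half-maximal effect; 0% = DMSO controls and full agonism = EC100 isoproterenol or metaproterenol; nearly all actives have a fitted effect of over 65% in size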
Target sequence (P07550 whole entry, looked up): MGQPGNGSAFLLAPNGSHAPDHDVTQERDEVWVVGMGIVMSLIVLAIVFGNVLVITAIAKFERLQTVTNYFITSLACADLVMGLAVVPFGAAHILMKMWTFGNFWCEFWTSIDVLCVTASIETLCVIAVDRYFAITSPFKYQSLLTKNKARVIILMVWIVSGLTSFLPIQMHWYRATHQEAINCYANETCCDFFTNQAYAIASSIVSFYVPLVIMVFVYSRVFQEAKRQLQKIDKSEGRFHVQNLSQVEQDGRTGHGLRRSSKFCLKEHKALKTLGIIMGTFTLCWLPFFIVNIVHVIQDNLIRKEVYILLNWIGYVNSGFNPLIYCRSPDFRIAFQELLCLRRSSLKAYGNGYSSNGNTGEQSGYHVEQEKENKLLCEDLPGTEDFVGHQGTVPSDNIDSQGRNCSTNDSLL
hERG WT inh = blocks the wildtype human KCNH2 potassium channel. activity change, % at 1.84 µM. 340,000 compounds, 0.37% hits. Q12809. U2OS, BacMam KCNH2, thallium flux FluxOr; hits give low values;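 active = maximum activity change below -70%; inconclusive = maximum activity change between -70% and -50%; inactive = maximum activity change above -50%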; also: % is scaled to controls: 0 for no effect and ±100 for the full control effect
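U2OS cells transduced with wild-type KCNH2 virus are loaded with FluxOr dye for 45 min, and thallium flux is measured in kinetic reads before and after stimulation buffer. Rate constants are normalized to DMSO controls.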
Giardia kill = Giardia lamblia killing | 340,000 compounds, 0.15% hits | Giardia lamblia trophozoite viability | activity change, % at 7.66 µM, hits read low; in the data active = activity change below about -80%; inconclusive = between about -30% and that limit;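 also: parasites exposed to compound for two days anaerobically before the ATP read; % is scaled to controls: 0 for no effect and ±100 for the full control effect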
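Anaerobic 48 hrs incubation at 37 deg C of 100 trophozoites/well with test compounds; ATPLite 1-Step luminescence, 15-30 min RT, reports cellular ATP as viability.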
Numbers without * were called inactive; ? = inconclusive; / = no result given; & = joins results of further samples; [ ] = remark or other dose. Unless noted, calls follow the shape of the dose curve; as a rule, active = well fitted curve in the direction sought with a large enough effect; inconclusive = small, poorly fitted or top-dose-only effect, or another doubt; inactive = no such curve, though single readings can be large; an effect the other way counts as inactive or inconclusive. These rows are one share of the data; rates above refer to the full screens.

SMILES | TRPV1 ag | USP2a block | B2AR arrestin | hERG WT inh | Giardia kill
COc1ccc(-c2sc3ccc(N4CCOCC4)cc3c2C#CC(C)(C)O)cc1 | -3 | 2% | -2.2% | / | -14
CC(C)(C)OC(=O)NCCCCCNC(=O)c1nc[nH]c1C(=O)NCc1ccccc1 | 22 | 3% | 0.3% | / | -25
O=C(NC(CO)(CO)CO)[C@@H]1CCCN1S(=O)(=O)c1cccc2cccnc12 | 0 | -2% | 0.0% | / | 4
COC(=O)[C@]1(C)CCC[C@@]2(C)C3CC[C@@]4(C)C[C@]3(CCC21)CC4=NO (stereo partly drawn) | ? | -11% | 0.0% | / | -11
CC(NC(=O)c1ccccc1F)C12CC3CC(CC(C3)C1)C2 (stereo not drawn) | 26 | 3% | -0.7% | / | 12
O=C(NCCO)c1nc(C(=O)c2ccc(Cl)cc2)c2ccccc2n1 | -5 | 0% | -0.8% | / | -10
NCCCCCc1cn(CC(=O)NCCCCCCCCCCC(=O)N2CCNCC2)nn1 | -1 | 3% | 0.0% | / | 37[activator]
O=C(C[n+]1ccccc1)NNc1ccccc1 | -1 | 0% | -0.3% | / | 0
Cc1ccc2c(c1)c1c(n2CCc2ccc(C)nc2)CCN(C)C1 | 28 | 1% | 0.1% | / | -3
CCOC(=O)c1cc(=O)n2c(nc3ccccc32)[nH]1 | -2 | -1% | -1.3% | / | -4
CCC(C)(C)C1CCc2[nH]nc(C(=O)NCc3ccc(OC)cc3)c2C1 (stereo not drawn) | 18 | 3% | -0.1% | / | 0
CCC(=O)NC(c1ccco1)c1cc(Cl)c2ccccc2c1O (stereo not drawn) | 4 | -1% | -0.3% | / | 16
CCC(C(=O)Oc1c(C(C)C)cccc1C(C)C)c1ccccc1 (stereo not drawn) | 20 | 0% | -0.6% | / | -27
COc1ccc(F)cc1-c1nc(N)nc(N)n1 | 2 | -1% | 0.0% | / | 11
Cn1c(-c2ccccc2F)cc2onc(-c3ccccc3)c2c1=O | 2 | 0% | 0.2% | / | -9
C[C@@H]1NC(=O)[C@@]2(C)[C@@H](c3ccccc3)[C@H]3COc4ccc(Cl)cc4[C@@H]3N2C1=O | 2 | 1% | 0.2% | / | -7
O=C(c1c(F)cccc1F)N1CCN(S(=O)(=O)c2ccc3c(c2)OCCO3)CC1 | -1 | 0% | 0.4% | / | 10
CC(=O)N1CCN(c2ccc(N)cc2)CC1 | -2 | 1% | -1.0% | / | 9
COc1cccc(NC(=O)c2ccccc2)c1 | 19 | 4% | -0.1% | / | -12
CNC(C)C(=O)NC(C(=O)N1CCCC1C(=O)Nc1ccc2ncccc2c1)C(C)C (stereo not drawn) | -4 | 2% | 0.1% | / | 5
CN(Cc1ccccc1)C(=O)c1ccc(NC(=O)Cc2cccc(NC(=O)C3CCCN(C(=O)CCc4ccccc4)C3)c2)cc1 (stereo not drawn) | 2 | -3% | -0.9% | / | -7
NC(=O)c1cc([N+](=O)[O-])c(Cl)cc1NCc1ccncc1 | -1 | 0% | 0.0% | / | 0
CC1(C)CC(=O)C=C(c2ccc(Cl)c(C(F)(F)F)c2)C1 | ? | 4% | 0.4% | / | 4
NC(=O)c1ccnc2c(O)cccc12 | 3 | 0%&-1% | -0.9%&-1.1% | / | 13
COc1cccc([C@@H]2CC=C(C(=O)O)[C@H](c3ccc(Cl)cc3)N2S(=O)(=O)c2ccc(C)cc2)c1 | -2 | -4% | 0.1% | / | ?
CCOC(=O)[C@H]1[C@H]2COc3ccc(Br)cc3[C@@H]2N2C(=O)CN(Cc3ccc(OC)cc3)C(=O)[C@@]12C | ? | 0% | 2.8% | / | 16
CC(C)(C)n1ncc2c(=O)n(Cc3ccccc3Br)cnc21 | ? | -4% | 0.0% | / | 29
CCN1C(=O)[C@H]2[C@@H](c3ccc(C)cc3)N3C(=O)N(c4ccc(OC)cc4)C(=O)[C@@]3(Cc3ccccc3)[C@H]2C1=O | -2 | 0% | 0.0% | / | -10
O=C(OCCc1cc2ccccc2c(=O)o1)N1CCOCC1 | 0 | 2% | 0.1% | / | 1
CC(=O)N1CCN(c2ccc(NCc3ccco3)cc2)CC1 | 1 | 2% | 0.2% | / | 1
N#Cc1nc(NCC(F)F)nc(Nc2cc(F)cc(F)c2)n1 | -3 | 0% | 0.3% | / | 5
COc1ccc(C2=NCCn3nc4ccccc4c32)cc1 | 8 | 1% | -0.1% | / | -12
CCn1cnc2c(Nc3cccc(Cl)c3)nc(C#N)nc21 | -1 | 3% | 0.3% | / | ?
COc1ccc([C@H]2CC(=O)C=C(c3ccc4ncccc4c3)C2)cc1 | 11 | -6% | 0.4% | / | 13
CN(Cc1ccccc1)C(=O)c1ncn(C)c1C(=O)N(C)Cc1ccccc1 | 3 | -1% | -1.5% | / | -18
O=C(O)c1cccc(N/N=C(\N=Nc2ccccc2)c2ccccc2)c1 | -4 | 4% | -0.1% | / | -7

Looked up above:
CC(=O)N1CCN(c2ccc(NCc3ccco3)cc2)CC1 | TRPV1 ag: 1
CCn1cnc2c(Nc3cccc(Cl)c3)nc(C#N)nc21 | USP2a block: 3%

Reformatted with values under each structure: 2 of the compounds above
Values run as follows: TRPV1 ag	USP2a block	B2AR arrestin	hERG WT inh	Giardia kill
- C[C@@H]1NC(=O)[C@@]2(C)[C@@H](c3ccccc3)[C@H]3COc4ccc(Cl)cc4[C@@H]3N2C1=O
 : 2	1%	0.2%	/	-7
- CNC(C)C(=O)NC(C(=O)N1CCCC1C(=O)Nc1ccc2ncccc2c1)C(C)C (stereo not drawn)
 : -4	2%	0.1%	/	5

Following part
SMILES | TRPV1 ag | USP2a block | B2AR arrestin | hERG WT inh | Giardia kill
O=C1C=C(c2ccc(OC(F)(F)F)cc2)C[C@@H](c2ccc(Cl)cc2)C1 | ? | 0% | 0.4% | / | -2
Cc1cccc(NC(=O)c2nc[nH]c2C(=O)N[C@@H](C)c2ccccc2)c1 | 14 | -8% | 0.4% | / | 42[activator]
CC(=O)NC(c1cc(Cl)c2cccnc2c1O)C(C)C (stereo not drawn) | -5 | 2%&0% | -1.0%&0.9% | / | 5
CC(=O)N1CCN(c2ccc(NCc3ccc(Br)o3)cc2)CC1 | -5 | -9% | 0.2% | / | -1
CC(=O)NC(c1cc(F)c2cccnc2c1O)C1CC1 (stereo not drawn) | -4 | -1%&3% | 0.4%&-0.1% | / | -20
O=S(=O)(c1ccccc1)[C@@]1(c2ccc(Br)cc2)C[C@@H]2ON=C(c3ccccc3)[C@@H]2C1 | 3 | 0% | -0.1% | / | 5
CN(C)C1=NC[C@H](Cc2ccccc2)N1CCC1CCCC1 | 4 | -2% | -0.3% | / | -27
Fc1cc(F)cc(Nc2nc(Cl)nc(NC3CCCC3)n2)c1 | 2 | -5% | -0.1% | / | -16
O=C(CCc1ccccc1)NC1(Cc2ccccc2)CCN(CCc2cccs2)C1=O (stereo not drawn) | 23 | -1% | 0.0% | / | 14
COc1cccc(-c2ncc3ccccc3c2COC(=O)N2CCCCC2)c1 | ? | -3% | 0.2% | / | 9
CC(=O)NC(C)c1cc(Cl)c2ccccc2c1O (stereo not drawn) | 4 | 4% | 0.2% | / | -9
OCC[C@H]1C[C@H](O)[C@@H](O)[C@@]2(Cc3ccccc3CCO2)O1 | 1 | 2% | 0.2% | / | ?

Six neighbouring records from above, for reference:
SMILES | TRPV1 ag | USP2a block | B2AR arrestin | hERG WT inh | Giardia kill
O=C1C=C(c2ccc(OC(F)(F)F)cc2)C[C@@H](c2ccc(Cl)cc2)C1 | ? | 0% | 0.4% | / | -2
Cc1cccc(NC(=O)c2nc[nH]c2C(=O)N[C@@H](C)c2ccccc2)c1 | 14 | -8% | 0.4% | / | 42[activator]
CC(=O)NC(c1cc(Cl)c2cccnc2c1O)C(C)C (stereo not drawn) | -5 | 2%&0% | -1.0%&0.9% | / | 5
CC(=O)N1CCN(c2ccc(NCc3ccc(Br)o3)cc2)CC1 | -5 | -9% | 0.2% | / | -1
CC(=O)NC(c1cc(F)c2cccnc2c1O)C1CC1 (stereo not drawn) | -4 | -1%&3% | 0.4%&-0.1% | / | -20
O=S(=O)(c1ccccc1)[C@@]1(c2ccc(Br)cc2)C[C@@H]2ON=C(c3ccccc3)[C@@H]2C1 | 3 | 0% | -0.1% | / | 5

The list continues:
SMILES | TRPV1 ag | USP2a block | B2AR arrestin | hERG WT inh | Giardia kill
O=C(O)c1cccc(-c2noc(-c3cccc(Cl)c3)n2)c1 | -3 | 1%&-2% | 0.1%&0.3% | / | -28
CCCCN1CC(=O)N2[C@H]3c4cc(Cl)ccc4OC[C@@H]3[C@H](C(=O)OCC)[C@]2(C)C1=O | 25 | 1% | -0.1% | / | -4
Cn1nnnc1Sc1ncnc2scc(-c3ccc(Cl)cc3)c12 | 4 | -3% | 0.2% | / | 7
CC[C@]12c3[nH]c4cc(CCC(=O)N(C)C)ccc4c3CCN1C(=O)[C@@H](CC(=O)NCC13CC4CC(CC(C4)C1)C3)C[C@@H]2C(=O)N1CCN(C(=O)c2ccco2)CC1 | / | -5% | 4.1% | -5 | -3
Cc1cccc(C)c1NC(=O)CSc1ncnc2[nH]ncc12 | / | -5% | -0.2% | -3 | 0
C[C@H](CO)N1C[C@H](C)[C@@H](CN(C)C(=O)NC2CCCCC2)Oc2ccc(NC(=O)Cc3ccccc3)cc2C1=O | / | 0% | 0.4% | -16 | 8
CC(C)(C)c1nnc2sc(SCC(=O)N3CCCCC3)nn2c1=O | / | 3% | -0.1% | -14 | -14
Cc1ccc(S(=O)(=O)NCCCNS(=O)(=O)c2ccccc2Br)cc1 | / | -2% | -0.3% | -8 | 6
C[C@@H](N)C(=O)NC[C@H]1O[C@@H](n2cnc3c(N)ncnc32)[C@H](O)[C@@H]1O | / | 2% | -1.1% | -9 | -16
O=C(NCc1cccnc1)c1ccc(NS(=O)(=O)c2cccc([N+](=O)[O-])c2)cc1 | / | 3% | -0.4% | -2 | 0
C[C@H](CO)N1C[C@H](C)[C@@H](CN(C)Cc2ccc3c(c2)OCO3)Oc2c(NS(C)(=O)=O)cccc2C1=O | / | 1% | -0.2% | -6 | 19
CC(C)N(C(=O)[C@H]1C[C@H](CC(=O)NCCC2=CCCCC2)C(=O)N2CCc3c([nH]c4cc(CCC(=O)N(C)C)ccc34)[C@]12C)C(C)C | / | 4% | -0.4% | -1 | -9
COc1ccc(S(=O)(=O)N2CCOCC2)cc1NC(=O)CCCOc1ccccc1 | / | 1% | -0.6% | -11 | -7
CCN(CC)C(=O)[C@H]1CC(CC(=O)NCCCn2ccnc2)C(=O)N2CCc3c([nH]c4ccccc34)[C@]12C (stereo partly drawn) | / | -2% | 0.2% | -9 | -22
Cc1ccc(S(=O)(=O)N2C[C@@H]3[C@H]4CC[C@H](C4)[C@@H]3[C@@H](C)[C@H]2c2ccco2)cc1 | / | 1% | -0.4% | 2 | 4
CC(C)[C@H](NC(=O)c1cccc(S(=O)(=O)N2CCOCC2)c1)C(=O)NCc1ccc(F)cc1 | / | 2% | -0.3% | 5 | -1
COc1ccc(C(=O)N/C(=C\c2ccc(SC)cc2)C(=O)NCCCn2ccnc2)cc1OC | / | 1% | -1.1% | -6 | -10
C=CCC[C@@H](Cc1ccc(F)cc1)C(=O)OC[C@@H](Cc1c[nH]c2ccccc12)NC(=O)[C@@H](CC=C)CC(=O)N[C@@H](CO)Cc1ccccc1 | / | -2% | -0.8% | -4 | -18
Cc1cnc(NC(=O)Cc2ccc(S(=O)(=O)N3CCOCC3)s2)s1 | / | 1% | -0.4% | 16 | -8
CC12CCC(=O)N1C(C(=O)N1CCN(c3ccc([N+](=O)[O-])cc3)CC1)CS2 (stereo not drawn) | / | 1% | -0.1% | 21 | 15
CCN(CC)C(=O)[C@H]1C[C@H](CC(=O)NCCCOC)C(=O)N2CCc3c([nH]c4cc(CCC(=O)N(C)C)ccc34)[C@]12C | / | 1% | -1.3% | -9 | 2
